# Assay outcomes from PubChem.
# PNC inhibitor: perinucleolar compartment assembly inhibition; PC3M PTB-GFP, PNC prevalence imaging, 16 h; stronger effect = lower value; activity change (PNC), negative = inhibition, % at 10 µM; hit rate 3.1% among 140,000;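 active = readout at or below -70, meaning at least 70% loss of cells showing the perinucleolar compartment, a nuclear body marking cancer cells; inconclusive = readout between -30 and a set limit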;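 note: plate controls were DMSO wells for no effect and camptothecin positive control wells for full effect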
#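 Compounds are pinned in duplicate onto adhered PC3M cells stably expressing GFP-tagged PTB and incubated 16 h at 37 C. Cells are then fixed, nuclei stained with Hoechst, and PNC-positive cells counted.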
# 15-hLO-2 inh: inhibitors of human 15-lipoxygenase 2 (ALOX15B); Potency, µM (titrated, usually from 57.1 µM), without a hit: at the top dose activity change, negative = inhibition, usual class: inhibitors; hit rate 0.56% among 110,000; O15296; purified 15hLO-2, xylenol orange hydroperoxide absorbance; note: potency is the fitted concentration of half-maximal effect; nearly all actives have a fitted effect of over 60% in size; many of its hits are not listed in these tables
# Target sequence (O15296 whole entry, looked up): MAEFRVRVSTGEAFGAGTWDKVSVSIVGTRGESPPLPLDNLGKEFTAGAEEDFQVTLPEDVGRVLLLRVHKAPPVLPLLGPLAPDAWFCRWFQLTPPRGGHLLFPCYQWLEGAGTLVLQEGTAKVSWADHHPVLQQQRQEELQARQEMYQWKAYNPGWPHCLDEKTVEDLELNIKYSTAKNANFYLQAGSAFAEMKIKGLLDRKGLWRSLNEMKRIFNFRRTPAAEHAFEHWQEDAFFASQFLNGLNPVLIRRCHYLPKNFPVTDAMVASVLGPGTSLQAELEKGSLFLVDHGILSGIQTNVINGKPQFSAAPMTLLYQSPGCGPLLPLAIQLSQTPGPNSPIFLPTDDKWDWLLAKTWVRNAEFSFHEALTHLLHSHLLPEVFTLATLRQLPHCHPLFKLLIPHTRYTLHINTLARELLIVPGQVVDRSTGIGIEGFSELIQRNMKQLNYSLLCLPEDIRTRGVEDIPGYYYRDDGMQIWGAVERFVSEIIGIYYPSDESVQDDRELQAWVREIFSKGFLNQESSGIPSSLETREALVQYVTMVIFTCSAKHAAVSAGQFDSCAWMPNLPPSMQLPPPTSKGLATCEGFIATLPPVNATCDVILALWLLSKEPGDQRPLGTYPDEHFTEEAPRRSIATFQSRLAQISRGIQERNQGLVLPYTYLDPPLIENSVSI
#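 Screening format was qHTS against 50 nM purified 15hLO-2 in Hepes pH 7.5 with detergent. Activity follows hydroperoxide formation from 45 uM arachidonic acid, measured as 573:405 nm absorbance ratio of the ferric-xylenol orange complex.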
# 12-hLO inh: blocks human 12-lipoxygenase activity | purified 12-hLO, xylenol orange hydroperoxide absorbance | hit rate 0.12% among 150,000 | AID 1452 | Potency, µM (series often up to 57.1 µM), without a hit: at the highest dose activity change, negative = inhibition, actives largely listed as inhibitors; note: potency is the fitted concentration of half-maximal effect; nearly all actives have a fitted effect of over 55% in size; many of its hits are not listed in these tables
#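 Hydroperoxide output read as Fe(III)-xylenol orange absorbance, 573-to-405 nm ratio, after 30 min reaction with 40 uM arachidonic acid. Enzyme: 150 nM purified human 12hLO, 15 min compound preincubation; 25 mM Hepes pH 7.0, room temperature.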
# IMPase cell inh: membrane-permeable compound that blocks inositol monophosphatase | P97697 | CHO-M1 cells, IP1 accumulation, HTRF TR-FRET ratio | inhibition (IP1 accumulation), % at 46.1 µM | 120,000 tested, under 10 active | AID 901; active = well fitted curve in the direction sought with a large enough effect in the signal ratio, not every such curve was filed as active; inconclusive = small, poorly fitted or top-dose-only effect, or a change in a side signal; inactive = no such curve, though single readings can be large or run the other way; the % refers to the signal ratio;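 note: cells stimulated with carbachol in lithium chloride buffer; plate controls were DMSO basal wells for no effect and reference inhibitor wells for full effect; higher means more IMPase inhibition seen as more IP1 and lower FRET ratio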
# Target sequence (P97697 whole entry, looked up): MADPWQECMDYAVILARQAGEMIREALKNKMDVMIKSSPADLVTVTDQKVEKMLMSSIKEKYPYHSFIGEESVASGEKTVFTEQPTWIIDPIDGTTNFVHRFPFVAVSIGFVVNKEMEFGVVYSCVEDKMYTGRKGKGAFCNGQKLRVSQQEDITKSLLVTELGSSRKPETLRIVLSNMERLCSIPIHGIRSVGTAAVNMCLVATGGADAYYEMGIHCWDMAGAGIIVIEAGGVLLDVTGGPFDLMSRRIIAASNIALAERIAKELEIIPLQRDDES
#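 In this qHTS, compounds (final up to 46 uM) act on CHO-M1 cells that are then activated through the M1 receptor with carbachol, in pH 7.4 buffer containing 50 mM LiCl, for 30 min. IP1 accumulation is quantified by the IP-One immunoassay.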
# * marks the source's active call; other numbers are inactive results; ? = inconclusive; / = no result given; [ ] = dose if it differs, or a comment. Unless noted, calls come from the whole dose curve; as a rule, active = well fitted curve in the direction sought with a large enough effect; inconclusive = small, poorly fitted or top-dose-only effect, or another doubt; inactive = no such curve, though single readings can be large; an effect the other way counts as inactive or inconclusive. Unless noted, % is set by controls: 0 for no effect and ±100 for the full control effect.
SMILES,PNC inhibitor,15-hLO-2 inh,12-hLO inh,IMPase cell inh
COc1ccc(/C(O)=C2\C(=O)C(=O)N(Cc3ccco3)C2c2ccc(OC)cc2OC)cc1 (stereo not drawn),15,11%,-11%,-22
Cc1nc2cc(N3CCN(C)CC3)c(NC(=O)Cc3ccccc3)cc2c(=O)n1Cc1ccccc1,44,23%,1%,2
Cc1cccc(NC(=O)c2cccs2)n1,-24,6%,1%,8
OC[C@H]1O[C@@H]2O[C@H]3[C@H](O)[C@@H](O)[C@@H](O[C@H]4[C@H](O)[C@@H](O)[C@@H](O[C@H]5[C@H](O)[C@@H](O)[C@@H](O[C@H]6[C@H](O)[C@@H](O)[C@@H](O[C@H]7[C@H](O)[C@@H](O)[C@@H](O[C@H]8[C@H](O)[C@@H](O)[C@@H](O[C@H]1[C@H](O)[C@H]2O)O[C@@H]8CO)O[C@@H]7CO)O[C@@H]6CO)O[C@@H]5CO)O[C@@H]4CO)O[C@@H]3CO,/,-20%,7%,/
CCc1nc(Nc2ccc(OC)c(OC)c2)c2nnn(Cc3ccccc3Cl)c2n1,-119*,/,-8%,-1
CC(=O)Nc1ccc(S(=O)(=O)N=S(C)(C)=O)cc1,-14,/,1%,/
CC(=O)Nc1nc2ncc(C=O)nc2c(=O)[nH]1,/,-8%[11.4 µM],0%[11.4 µM],/
O=C(NC12CC3CC(CC(C3)C1)C2)N1CCN(c2ccccn2)CC1,-5,-13%[11.4 µM],0%,1[1.84 µM]
CC1CN(c2nc3ccccc3nc2C(C#N)C(=O)NCc2ccc3c(c2)OCO3)CC(C)O1 (stereo not drawn),-9,0%,-2%,0
COC(=O)Nc1ccc(C)c(NC(=O)OC)c1,15,-11%,-6%,5
CCOC(=O)Cn1c(C)c(Br)c(=O)c2cccc(C)c21,35,-20%,-6%,-5
Cc1cccc(NC(=O)CCN2C(=O)C3C4C=CC(C4)C3C2=O)n1 (stereo not drawn),28,2%,3%,-4
CCCOC(=O)c1ccc(OCC(O)Cn2c(C)nc3ccccc32)cc1 (stereo not drawn),-29,7%,-8%,2
O=C(NCCc1ccncc1)Nc1cccc(Cl)c1,33,0%,-2%,1
Cc1cc(Cl)c2c(c1)[C@]1(C(=O)N2)[C@@H]2C(=O)N(Cc3ccccc3)C(=O)[C@@H]2[C@@H]2CCCN21,39,-13%,-16%,-11
C/C(=N\NC(=O)c1cccc(Br)c1)c1ccc(Br)cc1,-3,-8%,1%,-1
N#CC(=C1CCCC1)c1nc(-c2ccccc2O)cs1,?,?,-27%,?
CCOc1ccc(C(=O)NC(=S)Nc2ccc(N3CCCCC3)cc2)cc1[N+](=O)[O-],39,/,-1%,/
Cc1[nH]c(=O)[nH]c(=O)c1S(=O)(=O)N1CCOCC1,?,1%,8%,-5
CCOC(=O)CSc1nnc(CNC(=O)c2cccs2)n1CCc1ccccc1,16,1%,1%,-9
CC1CCCC(NC(=O)CSc2nccn2C)C1C (stereo not drawn),25,1%,-3%,1
CCCCC(=O)N(c1ccc(OC)cc1)C1C=CS(=O)(=O)C1 (stereo not drawn),?,-4%,-1%,-4
Cc1cc(Cl)cc(Br)c1OCCCCn1cncn1,17,27%,-1%,-2
O=S(=O)(c1cccc(NC(=S)N2CCN(c3cccc(Cl)c3)CC2)c1)C(F)F,56,/,-10%,9
O=C(COC(=O)C1CC(O)CN1S(=O)(=O)c1ccc(Cl)cc1)c1ccccc1Cl (stereo not drawn),-22,/,0%,/
CC1CC(=O)NN=C1c1ccc(NCCO)c([N+](=O)[O-])c1 (stereo not drawn),-7,-4%,4%,-3
O=C(Nc1nc(SCc2ccc(F)cc2)ns1)c1ccco1,16,/,0%,-4
CCOC(=O)c1c(NC(=O)Nc2ccc(Cl)cc2)sc(C)c1C,112,-6%,4%,6
CCOc1ccccc1N(CC(=O)NC1CCCC1)C(=O)CCC(=O)Nc1cc(C)on1,35,3%,-2%,0
CCC(C(=O)NC1CCCC1)N(C(=O)Cn1nnc(-c2ccc(C)o2)n1)C(C)(C)C (stereo not drawn),7,-21%,-3%,11
COc1ccc(C(=O)Nn2c(SCc3ccc([N+](=O)[O-])cc3)nc3ccccc3c2=O)cc1,?,-15%,0%,3
O=C(NCc1ccco1)c1ccc(CS(=O)(=O)c2cccc(C(F)(F)F)c2)o1,?,-5%,-6%,9
CC(=O)c1cccc(OCC(=O)c2cc(C)n(-c3cc(C)on3)c2C)c1,?,7%,-7%,2
O=C1c2ccccc2NC(c2ccccc2)N1Cc1ccco1 (stereo not drawn),2,-6%,-13%,9
O=C(CSc1ccc2nnc(-c3ccccc3)n2n1)NCC1CCCO1 (stereo not drawn),179,/,6%,-7
Cc1ccc(N2CCCn3c2nc2c3c(=O)n(CC(=O)OCc3ccccc3)c(=O)n2C)cc1C,5,6%,-5%,1
COC(=O)Nc1ccc(S(=O)(=O)Nc2ccc(C)cc2)cc1,2,5%,-4%,-7
CCC(C)Sc1nc2c(c(=O)[nH]c(=O)n2C)n1Cc1ccccc1Cl (stereo not drawn),2,-9%,-2%,4
Cc1ccc(C)c(N2CCN(c3cnn(-c4nc5ccccc5s4)c(=O)c3Cl)CC2)c1,10,/,0%,-6
COc1ccc(NC(=O)CNS(=O)(=O)c2cccc3nonc23)c(OC)c1,?,-19%,-7%,-13
CCOC(=O)c1[nH]c2ccc(Br)cc2c1NC(=O)CCN1CCC(C)CC1,14,26%,2%,4
O=C(NCCc1ccc(Cl)cc1)c1cnc2n(c1=O)CCS2,50,-4%,0%,9
Cc1nn2c(-n3ccnc3)c3c(nc2c1-c1ccccc1)CCC3,?,25%,5%,-1
c1csc(COc2ccccc2CNC2CCCCC2)c1,-14,/,-1%,4
Cc1ccc(C(=O)NCCCNCCCNC(=O)c2ccc(C)nc2)cn1,-15,/,0%,?
COc1ccc(OC)c(-c2[nH]nc3c2C(c2ccco2)C(C#N)=C(N)O3)c1 (stereo not drawn),26,-4%,-14%,6
COc1ccc(S(=O)(=O)Cc2ccc(C(=O)NC(C)C)o2)cc1,19,/,-1%,-1
CCOC(=O)c1oc2ccccc2c1CN1CCN(C)CC1,1,/,0%,/
CC(C)(C)c1ccc(C(=O)N2CCN(CCNC(=O)C(=O)NCc3ccccc3)CC2)cc1,8,/,2%,/
COc1ccc([C@H]2[C@@H](C#N)[C@H](C#N)N3CCCN23)cc1,170,/,2%,4

# 13 entries already listed, sorted by molar mass, descending:
SMILES,PNC inhibitor,15-hLO-2 inh,12-hLO inh,IMPase cell inh
Cc1nc2cc(N3CCN(C)CC3)c(NC(=O)Cc3ccccc3)cc2c(=O)n1Cc1ccccc1,44,23%,1%,2
Cc1ccc(N2CCCn3c2nc2c3c(=O)n(CC(=O)OCc3ccccc3)c(=O)n2C)cc1C,5,6%,-5%,1
O=C(COC(=O)C1CC(O)CN1S(=O)(=O)c1ccc(Cl)cc1)c1ccccc1Cl (stereo not drawn),-22,/,0%,/
CCOc1ccccc1N(CC(=O)NC1CCCC1)C(=O)CCC(=O)Nc1cc(C)on1,35,3%,-2%,0
CCOC(=O)c1[nH]c2ccc(Br)cc2c1NC(=O)CCN1CCC(C)CC1,14,26%,2%,4
CCOC(=O)CSc1nnc(CNC(=O)c2cccs2)n1CCc1ccccc1,16,1%,1%,-9
CCc1nc(Nc2ccc(OC)c(OC)c2)c2nnn(Cc3ccccc3Cl)c2n1,-119*,/,-8%,-1
O=C(NCc1ccco1)c1ccc(CS(=O)(=O)c2cccc(C(F)(F)F)c2)o1,?,-5%,-6%,9
Cc1nn2c(-n3ccnc3)c3c(nc2c1-c1ccccc1)CCC3,?,25%,5%,-1
c1csc(COc2ccccc2CNC2CCCCC2)c1,-14,/,-1%,4
CC(=O)Nc1ccc(S(=O)(=O)N=S(C)(C)=O)cc1,-14,/,1%,/
O=C(NCCc1ccncc1)Nc1cccc(Cl)c1,33,0%,-2%,1
Cc1[nH]c(=O)[nH]c(=O)c1S(=O)(=O)N1CCOCC1,?,1%,8%,-5

# Continuation.
SMILES,PNC inhibitor,15-hLO-2 inh,12-hLO inh,IMPase cell inh
COc1ccc(C2=NO[C@@H]3C(=O)N(c4c(C)cccc4C)C(=O)[C@H]23)cc1OC,-9,-12%,-4%,0
C#CCOC(=O)C1C2C=CC(C2)C1C(=O)O (stereo not drawn),-15,3%,2%,-3
Cn1c(=O)c2c(O)c(Cc3ccccc3)c(=O)[nH]c2n(C)c1=O,?,/,3%,/
COc1ccc(-c2nnnn2C)cc1S(=O)(=O)NCc1ccccc1,?,5%,-3%,3
CC(=O)NC1(c2ccccc2)CCN(Cc2nnnn2C(C)(C)C)CC1,-7,-8%,-1%,12
CS(=O)(=O)c1ccc2nc(NC(=O)CCC(=O)c3cccs3)sc2c1,-23,-14%,-1%,-3
Cc1c(Cc2ccccc2)c(=O)oc2c(CN(C)C)c(O)c(Cl)cc12,-14,/,-7%,?
C[C@H]1[C@H](C)OC(=O)C[C@H](O)C[C@H](O)C[C@H](O)CC[C@H](O)[C@H](O)CC(=O)C[C@H](O)[C@H](C(=O)O)[C@H](O)C[C@H](O[C@@H]2O[C@@H](C)[C@H](O)[C@@H](N)[C@@H]2O)C=CC=CC=CC=CCCC=CC=C[C@@](C)(O)[C@H]1O,/,-5%[11.4 µM],-10%[11.4 µM],/
COc1cc2[nH]c(=O)n(CCC(=O)NC3CCCC3)c(=O)c2cc1OC,5,-2%,5%,0
Cc1ccc(SC(C)C(=O)Nc2cccnc2)cc1 (stereo not drawn),58,3%,-4%,2
Cn1c(=O)c2[nH]c(CCC(=O)O)nc2n(C)c1=O,/,-4%[11.4 µM],-1%[11.4 µM],/
COc1cc(NC(=O)c2cccc(COCC(F)(F)C(F)F)c2)cc(OC)c1OC,-100*,/,0%,3
COc1ccc(-n2c(SCC(=O)Nc3sc4c(c3C#N)CCCC4)nnc2-c2ccccc2OC)cc1,146,/,-1%,2
CC(/C=N/NC(=O)c1cccc([N+](=O)[O-])c1)=C\c1ccccc1,43,-5%,2%,10
Cc1ccc(/C=C2\SC(=S)N(C(Cc3ccccc3)C(=O)O)C2=O)cc1 (stereo not drawn),?,/,-7%,5
COc1ccc(CNc2oc(-c3ccccc3)nc2C#N)cc1,25,-5%,-11%,10
Cc1ccc(C(=O)C(OC(=O)CCC(=O)Nc2cccc(C)c2)c2ccccc2)cc1 (stereo not drawn),84,1%,0%,3
CCOc1cc(/C=N/NC(=O)CN2CCOCC2)ccc1OCc1ccccc1,0,/,-1%,/
CCCCCn1c(=O)[nH]c2cc(C(=O)NCc3ccco3)ccc2c1=O,0,-3%,0%,0
Cn1c(=O)c2c(nc(CN3CCN(c4ccc(F)cc4)CC3)n2Cc2ccccc2F)n(C)c1=O,?,6%,5%,14
CCOC(=O)N1CCN(S(=O)(=O)c2ccc(OCC(=O)OC)cc2)CC1,24,0%,0%,-5
Cc1ccnc2nc(C(=O)Nc3ccc4c(c3)OCO4)nn12,27,0%,0%,-3
CC(=O)Oc1cccc(O)c1,/,-7%,0%,/
CCSc1ncnc2c1sc1nc3c(cc12)COC(C)(C)C3,-29,/,1%,0
COc1ccccc1NC(=O)Nc1nnc(C(C)C)s1,?,/,18%,-2
COc1ccccc1NC(=O)COc1cc(C)nc(C(C)C)n1,0,-4%,-3%,11
Nc1ccc(SC(F)(F)F)cc1C(=O)c1ccccc1,29,-10%,-9%,0
CCc1cc(C(C)=O)c(O)cc1OCCCCCC(C)(C)c1nn[nH]n1,/,4%,-4%,/
O=C(Nc1ccc(N2CCCC2)cc1)C(c1ccccc1)c1ccccc1,-17,13%,-9%,-6
Cc1nnc(SCC(=O)Nc2ccccc2)n1CCc1ccccc1,35,6%,6%,-8

# Not all compounds are listed; count on the stated rates, not on these rows.
